Compound activity: PubChem BioAssay, several laboratories
Keap1 Nrf2 FP: inhibitors of human Keap1-Nrf2 protein-protein interaction; Q14145; Keap1 Kelch-Nrf2 peptide fluorescence polarization, 1536-well; inhibition, % at 9.4 µM; hit rate 0.15% among 340,000; in the data active means inhibition above about 12%; inconclusive means no clear call, values can overlap the other calls; inactive means below about 7.3%;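 further: human Keap1 Kelch domain with fluorescein labeled Nrf2 9mer peptide probe; 0% = neutral control wells and 100% = peptide positive control; higher means more block of Keap1 binding to Nrf2 peptide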
NSD2 HMT inh: inhibitors of human histone methyltransferase NSD2; AID 743445; O96028; hit rate 0.54% among 310,000; NSD2 peptide methylation, AlphaScreen, 120 min; inhibition, % at 12.5 µM; in the data active means inhibition above about 50%
RTF Ca sens inh: cardiac RTF calcium desensitization; IANBD-labeled cardiac RTF, Ca2+ fluorescence; inhibition, % at 7.15 µM; hit rate 0.12% among 340,000; AID 493244;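 active means inhibition above the mean inhibition of all tested compounds plus 3 SD, cut at about 17% in these data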;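 further: assay run at fixed EC70 calcium of 1.6 mM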
C-LANA FP: KSHV C-LANA DNA binding inhibition | MBP-C-LANA/FAM-LBS DNA binding, fluorescence polarization | inhibition, % at 9 µM | hit rate 0.078% among 340,000;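 active means highest replicate inhibition at or above 60% at 9 µM, even if other replicates fall short; inactive means all replicates below 60% inhibition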;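 further: 0% = neutral control wells and 100% = 4 µM acridine orange control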
dFosB act: mouse delta FosB homodimer activation; P13346; purified delta FosB, TAMRA-CDK5 oligo fluorescence polarization; percent of positive-control signal above neutral wells; activation, % at 25 µM; hit rate 0.99% among 340,000;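 active means mean activation above about 17%, with every replicate also reaching it, limit read from the data, passing the limit was not always enough; inconclusive means only one of the two conditions met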;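 further: fluorescence polarization rise as delta FosB binds a TAMRA Cdk5 AP-1 oligo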
Target sequence (P13346 whole entry, looked up): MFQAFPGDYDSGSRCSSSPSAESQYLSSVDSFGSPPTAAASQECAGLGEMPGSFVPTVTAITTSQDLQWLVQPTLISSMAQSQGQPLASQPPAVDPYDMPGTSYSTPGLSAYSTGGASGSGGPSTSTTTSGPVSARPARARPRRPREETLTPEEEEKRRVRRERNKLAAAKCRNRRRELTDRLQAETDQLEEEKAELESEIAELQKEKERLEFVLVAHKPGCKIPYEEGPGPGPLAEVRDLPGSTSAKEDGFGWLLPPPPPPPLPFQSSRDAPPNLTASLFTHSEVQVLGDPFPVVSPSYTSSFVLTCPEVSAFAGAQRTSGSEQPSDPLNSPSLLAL
SUMO Mot1 rescue: inhibitors of SUMOylation pathway: yeast Mot1-301 growth rescue; S. cerevisiae Mot1-301 growth rescue, ATP luminescence, 38.5C; percent above DMSO median, 100 means doubled; AID 2716; growth rescue, % at 18.8 µM; hit rate 1% among 320,000;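 active means every valid replicate shows activation above 250% relative to neutral control wells; inactive means the rest, any valid replicate at or below 250%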;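 further: OY570 slx delta 5 strain wells were the positive control but not used for scaling; some compounds called inactive have numbers as strong as hits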
CDK5 inh: CDK5/p35 (human) kinase inhibition; hit rate 0.01% among 330,000; inhibition, % at 10 µM; Recombinant CDK5/p35, ADP-Glo luminescence, 60 min; Q00535+Q15078;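 active means highest replicate inhibition of at least 50% and at least 75% of replicates reaching 50%; inconclusive means only one of the two criteria met; inactive means both criteria failed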;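 further: plate controls were DMSO neutral control for no effect and GW8510 at 10 µM for full effect; many of its hits are not listed in these tables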
Target sequence (Q00535 whole entry, looked up): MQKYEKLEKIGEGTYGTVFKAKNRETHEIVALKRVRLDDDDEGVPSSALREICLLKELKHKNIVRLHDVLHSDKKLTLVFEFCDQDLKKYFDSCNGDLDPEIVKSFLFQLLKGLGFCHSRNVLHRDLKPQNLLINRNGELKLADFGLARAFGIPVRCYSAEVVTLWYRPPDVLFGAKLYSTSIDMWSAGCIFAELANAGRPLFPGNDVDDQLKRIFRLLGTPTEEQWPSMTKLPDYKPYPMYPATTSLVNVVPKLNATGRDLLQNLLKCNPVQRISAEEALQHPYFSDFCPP
Target sequence (Q15078 whole entry, looked up): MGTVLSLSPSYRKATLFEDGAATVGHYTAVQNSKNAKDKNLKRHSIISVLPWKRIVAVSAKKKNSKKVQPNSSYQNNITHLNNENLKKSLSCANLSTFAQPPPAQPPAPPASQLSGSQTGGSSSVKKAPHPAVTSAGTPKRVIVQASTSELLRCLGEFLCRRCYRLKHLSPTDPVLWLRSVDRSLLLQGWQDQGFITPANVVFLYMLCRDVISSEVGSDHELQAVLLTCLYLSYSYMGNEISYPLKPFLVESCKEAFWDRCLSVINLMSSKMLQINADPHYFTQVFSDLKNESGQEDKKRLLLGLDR
cardiac RTF act: increases calcium sensitivity of human cardiac regulated thin filaments; hit rate 0.24% among 340,000; IANBD-labeled TnC RTF fluorescence at EC20 calcium; 0% EC20 calcium, 100% full calcium; activation, % at 7.2 µM;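 active means activation above the mean over all tested compounds plus 3 SD, cut at about 30% in these data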;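 further: rise in fluorescence read as greater calcium sensitivity of cardiac thin filaments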
PvdQ acylase: blocks Pseudomonas aeruginosa PvdQ acylase activity; inhibition, % at 10 µM; AID 488965; purified PvdQ acylase, fluorescence plate reader; hit rate 0.063% among 340,000; in the data active means inhibition above about 30%, passing the limit was not always enough; inconclusive means no clear call, values can overlap the other calls;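 further: 0% = vehicle neutral wells and 100% = reference inhibitor wells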
PfHsp90 yeast 2: inhibits growth of yeast expressing Plasmodium falciparum Hsp90 | S. cerevisiae expressing PfHsp90, BacTiter-Glo ATP, 48 h; yeast lacking PDR1 and PDR3 efflux regulators | inhibition, % at 9.4 µM | AID 504621 | hit rate 0.32% among 310,000;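 active means every replicate shows inhibition above about 80%, whatever the replicate mean, limit read from the data; inconclusive means mean inhibition reaches the set limit but some replicate falls short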;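 further: 0% = DMSO neutral controls and 100% = 20 µM radicicol positive controls; yeast relying on Plasmodium falciparum Hsp90 in place of its own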
Rtt109 Vps75: blocks Candida albicans Rtt109/Vps75 acetyltransferase activity; Q5AAJ8; purified Rtt109/Vps75, ThioGlo CoA-SH fluorescence, 4 h; inhibition, % at 34.9 µM; hit rate 0.16% among 330,000;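 active means inhibition of at least 50% in every replicate; inconclusive means best replicate reaches 50% inhibition but some replicates fall short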
The depositor's hits bear a star; ? = inconclusive; nt = no result given. Compounds as they come. About 3.2% of those tested had a hit in this group.

SMILES | Keap1 Nrf2 FP | NSD2 HMT inh | RTF Ca sens inh | C-LANA FP | dFosB act | SUMO Mot1 rescue | CDK5 inh | cardiac RTF act | PvdQ acylase | PfHsp90 yeast 2 | Rtt109 Vps75
CCOC(=O)N1CCN(C(=O)c2ccccc2NS(=O)(=O)c2ccc(C)cc2)CC1 | 2 | nt | -7 | -0.2 | -3 | -1 | -0.2 | -6 | -2 | 0 | -3
COc1cc(C2c3c(oc4ccccc4c3=O)C(=O)N2Cc2ccncc2)ccc1O (centres undefined) | 0 | 1 | 14 | 0.4 | 4 | 12 | -1.1 | -4 | 2 | nt | 5
O=C(OCC(=O)N1CCc2ccccc21)c1ccc(Cl)nc1 | 4 | -4 | 0 | 1.9 | -2 | -5 | -1.9 | -1 | -10 | 13 | 0
CC12CC3CC(C)(C1)CC(CN1CCOCC1)(C3)C2 | -2 | nt | -7 | 2.3 | 4 | 26 | 2.9 | 1 | -7 | nt | 2
CC(=O)Nc1ccc(NC(=O)CSc2nc(=O)n(Cc3ccncc3)c3c2CCC3)cc1 | -8 | 1 | -14 | 0.9 | -3 | -4 | 1.5 | -2 | -12 | nt | -3
CN(Cc1ccccc1)C(=O)COC(=O)CN1C(=O)c2ccccc2C1=O | 0 | -2 | 0 | -1.1 | 4 | -22 | 0.6 | -4 | -6 | -8 | 0
Cc1cc(C(=O)COc2cccc(-n3cnnn3)c2)c(C)n1-c1ccccc1 | -4 | 56* | -1 | -0.8 | 11 | -7 | -2.2 | -1 | -4 | 5 | 7
CC(C)COc1ccc(Br)cc1CNC(C)(C)C | -1 | -5 | 8 | 2.4 | -3 | 23 | 1.6 | -4 | -16 | 6 | 4
Nc1nc(NCCOCCO)nc(NCc2ccccc2)c1[N+](=O)[O-] | -2 | 18 | -7 | 0.9 | -1 | -2 | 2.0 | -2 | -4 | 13 | -1
CNS(=O)(=O)c1cccc(C(=O)OCC(=O)c2ccc3[nH]c(=O)[nH]c3c2)c1 | -1 | 1 | -2 | -0.2 | -16 | -11 | -0.2 | -2 | 11 | nt | 6
O=[N+]([O-])c1ccc(Oc2cccc(Br)c2)c2ccncc12 | -3 | nt | 2 | -0.1 | -5 | -10 | -0.3 | -2 | -3 | -137 | -20
Cc1ccc(NC(=O)N2CCCC2C(=O)NCc2ccc3c(c2)OCO3)cc1 (centres undefined) | -3 | 13 | -29 | -1.8 | -1 | 166 | -1.0 | 2 | -12 | -47 | 8
Cc1cccn2c(=O)c3cc(C(=O)NC4CCCCC4)sc3nc12 | -1 | -3 | 3 | -0.8 | -5 | 8 | 1.2 | -1 | -3 | -6 | -15
O=c1cc(-c2ccccc2)ss1 | -2 | 1 | 6 | 2.0 | -6 | nt | 0.7 | -4 | 5 | nt | -3
NC(N)=NS(=O)(=O)c1ccc(NC(=S)NC(=O)c2ccccc2)cc1 | -5 | -3 | -5 | -0.5 | -12 | 71 | 1.2 | 1 | -13 | 3 | -9
O=CN(CCN(C=O)CN1CCCCC1)CN1CCCCC1 | -4 | 2 | -2 | 0.3 | 3 | 0 | 0.8 | 6 | 6 | -21 | 1
CCOc1cc(N2CCOCC2)c(OCC)cc1NC(=O)COC(=O)COc1ccc(C#N)cc1 | 0 | -1 | -4 | 3.4 | -6 | -10 | 1.9 | 2 | -19 | -9 | -2
CCOc1cc(/C=N/NC(=O)Cc2ccc(C(F)(F)F)cc2[N+](=O)[O-])c(Br)cc1OC | 0 | nt | -8 | 2.2 | 15 | -17 | 0.0 | 13 | -13 | nt | 11
COC(=O)CSc1nc2sccc2c(=O)n1-c1ccccc1 | -1 | 26 | -8 | 0.0 | -16 | -14 | -0.4 | 4 | -9 | -46 | 6
Cc1ccc(NC(=S)NC(=O)Cc2ccccc2)c(O)c1 | -3 | -2 | -7 | 6.1 | -5 | -5 | 2.2 | -6 | -17 | 13 | 7
O=C(COC(=O)c1ccccc1-c1nc2ccccc2s1)NC1CCS(=O)(=O)C1 (centres undefined) | 2 | 0 | 1 | 0.1 | 3 | nt | -1.1 | -4 | 10 | -2 | 1
COc1ccc(NCc2n[nH]nc2-c2ccccc2)cc1Cl | -3 | 16 | -3 | 1.1 | 2 | -1 | -0.9 | -1 | -17 | -2 | nt
Cc1cc(=O)n2[nH]cc(-c3ccccc3)c2n1 | -6 | -1 | -1 | 3.2 | -1 | -10 | 1.7 | -4 | -15 | 14 | 5
CCCN(CCC)CCCNC(=S)Nc1ccc2nc3n(c(=O)c2c1)CCCCC3 | -7 | 27 | 10 | -0.3 | 0 | -9 | 0.0 | -6 | 13 | 14 | 6
NC(=O)C1CCN(C(=O)/C=C/c2cccc(Br)c2)CC1 | -2 | 2 | 1 | -1.4 | 2 | -7 | -0.4 | -2 | 3 | -2 | 11

Three of the compounds above, with values under each structure:
Results follow in this order: Keap1 Nrf2 FP | NSD2 HMT inh | RTF Ca sens inh | C-LANA FP | dFosB act | SUMO Mot1 rescue | CDK5 inh | cardiac RTF act | PvdQ acylase | PfHsp90 yeast 2 | Rtt109 Vps75
CC12CC3CC(C)(C1)CC(CN1CCOCC1)(C3)C2
    -2 | nt | -7 | 2.3 | 4 | 26 | 2.9 | 1 | -7 | nt | 2
Cc1cccn2c(=O)c3cc(C(=O)NC4CCCCC4)sc3nc12
    -1 | -3 | 3 | -0.8 | -5 | 8 | 1.2 | -1 | -3 | -6 | -15
NC(N)=NS(=O)(=O)c1ccc(NC(=S)NC(=O)c2ccccc2)cc1
    -5 | -3 | -5 | -0.5 | -12 | 71 | 1.2 | 1 | -13 | 3 | -9

The list continues.
SMILES | Keap1 Nrf2 FP | NSD2 HMT inh | RTF Ca sens inh | C-LANA FP | dFosB act | SUMO Mot1 rescue | CDK5 inh | cardiac RTF act | PvdQ acylase | PfHsp90 yeast 2 | Rtt109 Vps75
Cc1cc(S(=O)(=O)N2CCCC2)ccc1OCC(=O)NC1CCCC1 | 1 | 1 | -6 | 1.1 | 2 | 12 | -0.7 | 6 | -4 | 5 | -15
Cc1ccc(OCC(=O)Nc2nnc(S(=O)(=O)N3CCCCCC3)s2)cc1C | 4 | nt | -6 | 0.1 | 11 | -1 | -0.5 | 0 | -8 | -24 | -17
CC1CCN(C(=O)COC(=O)CCc2c[nH]c3ccccc23)CC1 | 0 | 2 | 0 | 0.4 | 0 | -8 | 1.3 | 4 | -1 | 2 | 2
CC1(C)CC(=O)C2=C(C1)OC(N)=C(C#N)C21CCN(C(=O)OCc2ccccc2)CC1 | -1 | -2 | -1 | 0.0 | -12 | 2 | -0.3 | -6 | -13 | 2 | -26
CCn1c2ccccc2c2cc(C3C(C#N)=C(C)NC(C)=C3C#N)ccc21 | -3 | -3 | -3 | 0.2 | -1 | 34 | -0.5 | 3 | -8 | -1 | -6
Cc1ccc(C23OC(=O)C(C)(C)C2OC(=O)C3(C)C)cc1 (centres undefined) | -5 | 3 | -16 | -1.7 | -1 | -16 | -0.2 | 2 | -15 | 10 | -2
CC(Oc1ccc2c(c1)oc(=O)c1ccccc12)C(=O)NCCCN1CCOCC1 (centres undefined) | 0 | nt | 7 | 0.5 | -13 | 396 | -0.7 | -8 | -5 | 11 | 5
CCOc1ccccc1N1CCN(S(=O)(=O)c2cccc3nsnc23)CC1 | 4 | nt | 1 | 1.0 | -7 | -4 | 1.5 | -5 | -9 | 9 | -9
Cc1ccc(S(=O)(=O)N(C)CCCC(=O)NCc2ccc3c(c2)OCO3)cc1 | -5 | 8 | 1 | 0.1 | -3 | 162 | 1.7 | 3 | -11 | -26 | -29
Cc1nc2ccc(-n3ccc(=O)cc3)cc2s1 | 0 | -5 | 5 | 1.5 | 3 | -16 | -0.7 | 4 | -8 | 2 | -3
O=C(CCCN1C(=O)/C(=C/c2cccs2)SC1=S)Nc1cccnc1 | -4 | 6 | -2 | 0.6 | -4 | -20 | -0.8 | -2 | 13 | 3 | -6
CS(=O)(=O)N(Cc1ccco1)CC(O)Cn1c2ccccc2c2ccccc21 (centres undefined) | -1 | 11 | -10 | 0.7 | -7 | 12 | -1.2 | 3 | -5 | nt | -6
O=C(c1ccc(Cl)c(S(=O)(=O)N2CCCC2)c1)N1CCN(c2ccccc2)CC1 | 3 | 1 | -6 | -2.7 | -8 | 15 | 0.0 | 0 | -7 | 18 | -2
COc1ccc(NC(=O)Cc2ccc(-c3ccccc3)cc2)cn1 | -2 | 1 | 4 | -0.4 | 6 | -13 | 0.2 | 0 | 9 | -5 | 10
COc1ccc(OC)c(S(=O)(=O)NC(N)=NCCc2ccccc2)c1 | -4 | 1 | -18 | 0.6 | -7 | 8 | 1.5 | 10 | 0 | nt | 4
CC(C)(C)n1nnnc1C(c1ccccc1F)N1CCN(C(=O)c2ccco2)CC1 (centres undefined) | -9 | -3 | -6 | -0.9 | -12 | 5 | 2.1 | -1 | -13 | -25 | -3
COc1ccc(S(=O)(=O)N2CCOCC2)cc1NC(=O)c1ccc(S(=O)(=O)N2CCCCC2)cc1 | -3 | nt | -3 | 4.5 | -8 | nt | -0.6 | 1 | -6 | nt | 14
Cc1ccc(N2CC(C(=O)OCC(=O)Nc3ccccc3C)CC2=O)cc1 (centres undefined) | -7 | -1 | -5 | 2.7 | -6 | -18 | -1.2 | 2 | -18 | nt | 0
O=C1NC2(CCCCC2)C(=O)N1Cc1ccc([N+](=O)[O-])cc1 | -4 | 0 | 3 | -1.9 | 0 | 0 | -0.3 | -2 | -8 | -13 | -1
COc1ccccc1C(=O)NC(=O)CSc1nnc2ccccn12 | 9 | 0 | -2 | -1.8 | 0 | 14 | 1.3 | -4 | 1 | -1 | -6
CC(C)(C)OC(=O)C(Cl)(C(=O)OC(C)(C)C)c1ccc2nnnn2n1 | -5 | -3 | 2 | -0.2 | -3 | nt | 0.2 | 0 | 2 | -14 | -2
Cc1cnc(C(=O)OCC(=O)N2c3ccccc3CC2C)cn1 (centres undefined) | -2 | -5 | -3 | -0.7 | 1 | 87 | 1.8 | 0 | 3 | nt | -7
CCn1c(NC(=O)Nc2ccccc2OC)nc2ccccc21 | -4 | 7 | 12 | 0.9 | -5 | 7 | -1.3 | -2 | -5 | 16 | -7
Cc1ccsc1/C=N/Nc1nc(=O)[nH]nc1C | -2 | 3 | -5 | 0.7 | -14 | -35 | 17 | 10 | -7 | ? | 2
O=C(Nc1ccccc1)N1CCCC1 | -1 | -1 | 0 | 2.1 | -3 | -10 | -0.4 | 1 | -4 | nt | -1
CCc1cccc(CC)c1N(COC)C(=O)Cn1nnc2ccccc21 | -2 | -3 | -8 | 1.0 | 2 | 0 | 1.5 | -1 | 7 | 13 | 7
Cc1ncc([N+](=O)[O-])n1Cc1cccc2ccccc12 | 1 | -1 | -5 | 2.5 | -1 | 10 | 0.3 | -1 | -1 | -12 | 6
